APJ antagonist: blocks the human apelin receptor APJ. hit rate 0.32% among 330,000. CHO-K1 APJ beta-arrestin complementation, luminescence. inhibition, % at 20 µM. P35414;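 active means inhibition above about 40% at 20 µM, limit read from the data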;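 further: cells challenged with 10 nM apelin-13 agonist together with compound; plate controls were apelin-13 plus DMSO wells for no effect and DMSO wells lacking apelin-13 for full effect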
Target sequence (P35414 whole entry, looked up): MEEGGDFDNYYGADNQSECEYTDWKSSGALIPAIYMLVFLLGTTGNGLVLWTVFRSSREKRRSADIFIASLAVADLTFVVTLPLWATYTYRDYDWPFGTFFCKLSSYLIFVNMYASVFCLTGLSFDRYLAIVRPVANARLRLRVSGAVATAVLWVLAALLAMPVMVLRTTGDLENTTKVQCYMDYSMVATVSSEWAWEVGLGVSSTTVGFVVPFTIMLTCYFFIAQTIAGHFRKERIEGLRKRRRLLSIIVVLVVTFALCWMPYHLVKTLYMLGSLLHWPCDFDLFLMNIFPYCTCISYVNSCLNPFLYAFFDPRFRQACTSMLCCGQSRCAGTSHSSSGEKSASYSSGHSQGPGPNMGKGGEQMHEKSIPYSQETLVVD
697 NFkB inh: inhibitors of the PMA/ionomycin-induced NF-kB reporter in 697 B cells; AID 435022; hit rate 0.33% among 330,000; 697 B-cell NF-kB luciferase reporter, 16 h; inhibition, % at 4 µM; in the data active means inhibition above about 35%
APJ agonist: activates the human apelin receptor APJ | CHO-K1 APJ PathHunter beta-arrestin, luminescence; 0% DMSO wells, 100% apelin | activation, % at 20 µM | P35414 | hit rate 0.11% among 330,000;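 active means activation more than six SD over the plate average, tested at 20 µM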;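 further: 0% = DMSO alone and 100% = apelin-13 at 10 nM; some results filed as inactive read as strong as hits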
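Test system: CHO-K1 APJ beta-arrestin complementation cell line | Compound: Single test compound dose, 20 µM final, 1% DMSO | Incubation: Compound 90 min 25 °C, reagent 1 h | Measured by: beta-gal luminescence | Read-out basis: APJ–arrestin association signal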
Jurkat NFkB inh: lowers PMA/ionomycin-induced NF-kB signal in Jurkat cells. PMA/ionomycin-induced NF-kB luciferase reporter, luminescence. inhibition, % at 4 µM. hit rate 0.53% among 330,000. AID 435003; in the data active means inhibition above about 50%
UPR CHOP act: apoptotic UPR (CHOP) activation. CHO-CHOP luciferase reporter, luminescence; percent of tunicamycin response over DMSO baseline. activation, % at 10 µM. hit rate 0.34% among 330,000. AID 449763;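 active means at 10 µM dose, activation of 40% or more, normalized to positive control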;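 further: 100% = tunicamycin at 10 µg/mL and 0% = DMSO alone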
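Dosing – one dose, 10 µM in 0.5% DMSO · System – CHO-CHOP cells, stable luciferase reporter of PERK-eIF2a-CHOP signalling · Input – 500 cells/well · Control set – tunicamycin 10 µg/mL final as positive, DMSO-only wells as negative · Timing – 6 h compound treatment, 37 °C · Measure – % activation vs tunicamycin · Technique – luminescence read with Steady-Glo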
XBP1 UPR activ: activators of adaptive arm of unfolded protein response (XBP1); CHO-XBP1 luciferase reporter, IRE1-XBP1 UPR activation, luminescence; percent of tunicamycin response, DMSO as zero; activation, % at 20 µM; hit rate 0.33% among 330,000; AID 463104;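 active means versus positive control, 20 µM dose yields 30% or more activation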;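 further: 100% = tunicamycin at 10 µg/mL and 0% = DMSO only wells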
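Material: CHO-XBP1 cells stably carrying IRE1-XBP1-driven luciferase reporter | Medium: F12 with 10% serum | Compound dosing: 20 µM single concentration, DMSO 1% | Incubation: Overnight seeding at 37 °C, 6 h compound treatment at 37 °C | Detection: Steady-Glo luminescence read | Read-out basis: % activation of reporter signal versus tunicamycin and DMSO controls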
tim23-1 inh: inhibits growth of tim23-1 mutant yeast; S. cerevisiae tim23-1 growth, BacTiter-Glo luminescence, 24 h; inhibition, % at 20 µM; hit rate 1.3% among 330,000;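 active means growth inhibition of the mutant yeast at or above 50%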;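 further: temperature-sensitive mutant grown at 25 °C; plate controls were DMSO-treated mutant yeast for no effect and medium wells lacking yeast for full effect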
Mdm2 MdmX PPI: inhibitors of human Mdm2/MdmX interaction | inhibition, % at 8 µM | AID 485346 | hit rate 3% among 330,000 | SaOS-2 split-luciferase Mdm2/MdmX complementation, luminescence;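 active means inhibition of at least 50% at 8 µM in the primary screen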
The depositor's hits bear a star; & = joins results of further samples.

molecule,APJ antagonist,tim23-1 inh,UPR CHOP act,Mdm2 MdmX PPI,Jurkat NFkB inh,697 NFkB inh,XBP1 UPR activ,APJ agonist
CSCCC(NS(=O)(=O)c1ccccc1F)C(=O)Nc1cccc(C)n1 (centres undefined),1.0,0.4,-3.2,12.6,-28.7,-11.1,-4.9,-2.3
O=C(O)CSc1nnc(CNc2cccc(C(F)(F)F)c2)n1Cc1ccco1,-16.0,8.3,-0.9,1.6,-17.1,-1.1,-1.6,-8.5
Cc1cc2nc(C3CCCN(C(=O)NCc4ccccc4)C3)[nH]c2cc1C (centres undefined),-5.4,17.3,2.6,-20.8,-11.0,-81.0,3.8,3.9
Cc1nc(-c2nnc(SCC(=O)Nc3cc(C(F)(F)F)cc(C(F)(F)F)c3)n2C)cs1,-25.6,2.7,0.3,12.6,-0.8,-1.4,0.9,2.1
COc1ccc(N(C)S(=O)(=O)c2cccc(C(=O)OCC(=O)Nc3sc4c(c3C#N)CCCCC4)c2)cc1,-11.9,-16.3,2.7,6.0,-4.7,0.8,-1.6,-1.7
CC(C)S(=O)(=O)CC(=O)c1ccc(Cl)cc1,8.6,11.8,1.2,-4.2,3.9,-5.1,-4.5,-2.3
Clc1ccc(-c2cn(-c3ccc(Cl)cc3)c3[n+]2CCCCC3)cc1,3.0,5.2,-0.2,36.6,14.3,9.9,-1.7,-5.6
O=C(NC1CCS(=O)(=O)C1)Oc1ccccc1 (centres undefined),9.8,11.3,-0.4,13.4,-1.0,15.2,-1.0,-0.3
CCOCc1cc(C)[nH]c(=O)c1C#N,-10.3,-8.9,-0.4,24.9,-0.7,19.7,-1.0,-2.6
COc1ccc(-c2c[nH]c(=O)[nH]c2=O)cc1OC,-0.6,6.9,0.7,-6.1,-3.9,18.1,-0.9,-3.4
CN(C[C@H](Cc1ccccc1)N(C[C@H](Cc1cccc2ccccc12)N(CCc1ccccc1)N=O)N=O)N=O,-57.5,18.5,0.4,32.3,2.5,24.6,-2.9,-2.2
CC(C)[C@H](NC(=O)c1ccc(Cl)c([N+](=O)[O-])c1)C(=O)NCc1ccc(Cl)cc1Cl,3.4,2.9,4.2,-7.8,7.1,14.5,-2.0,-1.7
COC(=O)c1ccc(CSc2nc(C)nc3sc(C)c(C)c23)o1,2.2,-6.6,-1.9,2.6,3.9,-7.4,1.8,-3.3
COc1cc(-c2n[nH]c(=S)n2-c2cc(C(F)(F)F)ccc2Cl)cc(OC)c1OC,-22.5,7.5,1.9,-0.2,1.4,-1.3,0.9,-3.0
O=C(COC(=O)C1C2CC3OC(=O)C1C3C2)Nc1cccc(Cl)c1 (centres undefined),-0.4,4.4,3.3,18.4,14.1,2.8,-4.5,-0.2
C(=N\N1CCN(Cc2ccccc2)CC1)/c1cccs1,-14.3,-3.8,5.0,-8.3,-26.2,-19.1,0.7,1.5
CCOc1ccccc1OCC(=O)Nc1ccc(OC)c(S(=O)(=O)N2CCCCC2)c1,20.9,24.2,0.2,17.9,12.3,0.1,-1.1,2.0
O=C(N/N=C/c1ccc(O)cc1O)/C(=C/c1ccccc1)CCO,-4.5,-24.6,3.0,47.7,13.6,-23.2,-0.1,0.3
CNc1c(NS(=O)(=O)c2ccc(Cl)s2)c(=O)oc2ccccc12,-12.5,-3.0,-0.1,23.1,-7.3,17.2,-1.0,-1.4
CCN1CCN(C(CNS(=O)(=O)c2ccc(OC)cc2)c2cccnc2)CC1 (centres undefined),0.4,2.2,-1.6,20.2,-0.2,15.1,-0.8,-0.4
COCCNC(=O)c1onc(CSc2ccc(C(C)C)cc2)c1C(=O)O,2.8,-2.3,0.5,4.9,-5.9,9.3,-0.1,-1.9
CCCCN1C(=N)N([C@@H](C)CN2CCC[C@H]2CN2C(N)=NC[C@H]2CC(C)C)C[C@H]1Cc1ccccc1,6.4,-8.9,0.5,-29.8,13.7,-7.8,-1.4,-3.3
Cc1ccc(NC(=S)N2CCC(c3nc4ccccc4s3)CC2)cc1C,0.9,-7.1,-1.2,18.0,2.9,-6.1,-3.6,-7.3
O=C(CCCCCN1C(=O)c2ccccc2C1=O)Nc1ccccc1F,14.3,11.8,0.3,-15.8,8.5,-1.6,-1.3,-1.0
CC(=O)N1c2ccc(S(=O)(=O)N3CCC(C(=O)Nc4cc(C)cc(C)c4)CC3)cc2CC1C (centres undefined),-69.3,10.6,0.0,0.2,8.0,12.3,-9.7,6.7

Fetched one by one from the list above:
molecule,APJ antagonist,tim23-1 inh,UPR CHOP act,Mdm2 MdmX PPI,Jurkat NFkB inh,697 NFkB inh,XBP1 UPR activ,APJ agonist
COC(=O)c1ccc(CSc2nc(C)nc3sc(C)c(C)c23)o1,2.2,-6.6,-1.9,2.6,3.9,-7.4,1.8,-3.3
COc1ccc(-c2c[nH]c(=O)[nH]c2=O)cc1OC,-0.6,6.9,0.7,-6.1,-3.9,18.1,-0.9,-3.4
CC(C)[C@H](NC(=O)c1ccc(Cl)c([N+](=O)[O-])c1)C(=O)NCc1ccc(Cl)cc1Cl,3.4,2.9,4.2,-7.8,7.1,14.5,-2.0,-1.7

(next part)
molecule,APJ antagonist,tim23-1 inh,UPR CHOP act,Mdm2 MdmX PPI,Jurkat NFkB inh,697 NFkB inh,XBP1 UPR activ,APJ agonist
CC(C)CN1CCN(Cc2ccc(CN3CCCCC3)s2)CC1CCO (centres undefined),14.2,-1.0,-3.8,25.7,-22.8,6.0,-0.7,-3.0
OCC1(CCCc2ccccc2)CCN(C2CCC2)CC1,-12.8,-3.3,0.3,0.0,-1.2,3.9,-4.1,-3.1
CC(C)CC(C(=O)O)N1C(=O)C2C3C=CC(C2C1=O)C1C(=O)N(C(CC(C)C)C(=O)O)C(=O)C31 (centres undefined),-0.3,-12.6,0.5,-11.0,-5.5,-1.9,-1.6,-2.6
Cn1c(N2CCOCC2)c(/C=N/OC(=O)c2ccc(F)cc2)c2ccccc21,-47.5,16.9,8.4,49.9,27.1,28.3,6.9,16.7*
C#CCOCCOCCOCCNc1nc(N2CCOCC2)nc(N2CCN(C(=O)CCCCCCCCCCNC(=O)[C@H]([C@@H](C)CC)n3cc(CCCCN=C(N)N)nn3)CC2)n1,13.6,11.5,0.3,20.3,-6.2,-21.9,-0.4,-1.7
CC(=O)N1CCCc2cc(S(=O)(=O)N3CCCC(C(=O)N4CCN(c5ccccc5)CC4)C3)ccc21 (centres undefined),10.1,2.2,-0.5,14.2,16.9,-23.5,-3.7,1.5
COC(=O)COc1ccc(NC(=O)Cn2nc(-c3ccccc3)c3ccccc3c2=O)cc1,-5.9,18.7,2.4,81.5*,0.7,17.6,13.1,12.7
CC1CCN(S(=O)(=O)c2ccc3c(c2)N(CC(=O)NCCCN(Cc2ccccc2)C(C)C)C(=O)CO3)CC1,15.4,1.3,-0.8,0.2,-3.2,-58.1,-2.9,-1.0
N#Cc1ccc(OCC(=O)NC2CCCCCC2)cc1,5.4,34.9,1.6,3.1,0.7,-2.3,-2.2,-5.0
COc1cccc(OC)c1C(=O)NCCSC1CCCCC1,-5.4,17.9,-1.2,7.0,-14.5,-15.0,1.2,-2.7
CCCNC(=O)Nc1cc(C)on1,-6.6,21.7,-0.9,-18.6,4.3,-4.9,-0.9,3.2
COc1ccccc1C(=O)O/N=C(\N)c1ccccn1,-3.7,14.7,-3.2,37.9,-68.6,-118.4,-5.5,-1.9
Cc1ccc(COC(=O)CN2C(=O)NC3(CCCC3)C2=O)cc1,18.3,23.2,-1.1,13.2,-17.1,-30.4,0.0,0.9
CCOc1ccccc1C(=O)OCC(=O)Nc1cc(S(=O)(=O)N2CCOCC2)ccc1C,-14.2,3.8,1.6,-20.2,11.2,10.2,-3.4,4.8
COC(=O)C1=C(C)N(C)C(=O)NC1c1cc2c(cc1[N+](=O)[O-])OCO2 (centres undefined),7.5,-5.2,0.2,-0.8,-0.8,-1.1,-1.9,-2.7
COc1cc2c(cc1OC)CN(C(=O)/C=C/c1ccc([N+](=O)[O-])cc1)CC2,-17.2,5.7,-0.3,31.9,15.4,3.3,-2.0,0.5
COC(=O)c1ccc(C(c2c(C)n(C)n(-c3ccccc3)c2=O)c2c(C)n(C)n(-c3ccccc3)c2=O)cc1,-3.2,0.3,2.3,20.5,11.4,22.1,-2.1,-2.1
O=C(Nc1cccc(NC(=O)C2C3CC4OC(=O)C2C4C3)c1)c1ccccc1 (centres undefined),0.6,-3.6,1.9,29.6,8.3,21.4,1.1,-1.1
CCN(Cc1ccccc1)C(=O)Cn1cc(S(=O)(=O)NC)c(S(=O)(=O)NC)c1,15.8,3.0,0.7,-11.2,8.1,-3.3,-5.0,-2.3
COc1ccc(OCCCON2C(=O)c3ccccc3C2=O)cc1,23.8,35.8,0.0,-16.0,-16.9,-3.8,1.8,1.5
Cc1cc(C)cc(NC(=O)CCC(=O)Nc2nnc(C(C)C)s2)c1,1.6,4.5,0.6,27.0,-0.6,-7.7,-5.7,-3.9
Cc1c(NC(=O)CSc2ncnc3c2cnn3-c2ccccc2)c(=O)n(-c2ccccc2)n1C,17.9,4.5,1.7,22.6,18.3,-2.4,2.1,-3.2
CC(C)c1ccccc1-n1c(SCC(=O)N2CCc3ccccc3C2)nc2ccccc2c1=O,0.3,35.4,1.5,48.1,-0.4,1.7,-1.6,6.1
Cc1ccc(NC(=O)N(C2CCCCC2)C(C)c2cccnc2)cc1C (centres undefined),12.3,-62.0,-1.4,17.4,1.4,6.2,2.9,-1.0
CC1=Nc2ccc(C)cc2/C1=C/c1c(N)n2oc(C)cc2nc1=O,-7.2&3.2,-17.6&-0.8,0.9&2.2,6.2&15.9,-4.4&-5.2,5.7&11.4,5.9&-0.1,-3.8&0.0
COCCn1cc(C(=O)N2CCN(C)CC2)c2c3ccccc3n(C)c2c1=O,-9.0,0.0,0.2,-2.5,3.1,2.2,-1.2,2.4
O=C(CSc1nnc2c(Cl)cc(C(F)(F)F)cn12)Nc1ccc2c(c1)OCO2,-13.9,11.5,1.2,8.6,-0.7,10.7,1.8,2.4
Cc1ccc2cccc(Oc3ccc([N+](=O)[O-])cc3[N+](=O)[O-])c2n1,-6.2,1.9,2.3,17.9,-2.5,4.5,1.8,0.9
CCC1CCCCN1C(=O)CSC1=NN2CCCC(=O)N=C2S1 (centres undefined),6.4,-1.3,3.3,25.3,-4.2,9.0,2.1,0.2
Cn1c(O)c(N=NC(=O)c2cccc(S(=O)(=O)N3CCCCC3)c2)c2ccccc21,-1.4,21.4,0.2,3.9,7.6,-6.4,-0.9,0.7
O=C(CSc1nnc(Cc2ccccc2)n1-c1ccc(Cl)cc1)N1CCOCC1,-1.3,13.0,-1.5,-16.6,4.6,-18.9,-0.2,4.9
Cc1ccc(C(=O)N2CCc3cc4c(cc3C2C)OCCCO4)cc1 (centres undefined),3.2,33.0,1.2,22.2,21.3,4.2,-4.0,-3.0
CCC(OCC(O)CN1CCCCC1)c1ccccc1 (centres undefined),-16.8,-8.1,2.3,4.2,-17.6,9.0,-1.2,-4.0
COC(=O)c1cc(C(=O)Nc2nnc(CC(C)(C)C)s2)cc([N+](=O)[O-])c1,-2.6,22.5,-0.9,25.6,-4.5,4.1,-2.8,-3.5
CN1CCN(C(=O)C2CCC(=O)N(Cc3cccc(C(F)(F)F)c3)C2)CC1 (centres undefined),-8.8,-4.1,1.3,-4.2,-19.7,-31.1,-3.8,-2.0
